Compound activity (PubChem)
ROMK primary: modulators of human ROMK potassium channel. P48048. Tet-inducible ROMK, thallium flux fluorescence; actives lie on both sides. B-score at 10 µM. 130,000 compounds, 2% hits. AID 1918;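 active = signal ratio slope over the read window, or its plate-corrected B-score, at least 3 SD from the plate mean, either direction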;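 also: B-score of the F/F0 ratio slope over 7 to 12 s after thallium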
Target sequence (P48048 whole entry, looked up): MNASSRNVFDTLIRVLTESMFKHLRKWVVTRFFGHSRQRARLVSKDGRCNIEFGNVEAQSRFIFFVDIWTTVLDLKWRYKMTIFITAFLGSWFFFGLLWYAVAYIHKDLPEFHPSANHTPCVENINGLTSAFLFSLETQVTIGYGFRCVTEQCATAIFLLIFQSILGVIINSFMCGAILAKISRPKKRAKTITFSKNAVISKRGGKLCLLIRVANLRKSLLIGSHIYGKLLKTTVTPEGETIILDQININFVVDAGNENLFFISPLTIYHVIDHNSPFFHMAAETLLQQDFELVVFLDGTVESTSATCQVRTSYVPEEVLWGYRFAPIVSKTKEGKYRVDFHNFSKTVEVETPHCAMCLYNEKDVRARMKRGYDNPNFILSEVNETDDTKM
FLuc stim CS: affects firefly luciferase, flagging false hits in luciferase stimulation screens; AID 1027; 200,000 tested, under 10 active; activation factor at 10 µM; P08659; ATPlite luciferase biochemical, luminescence, 10 min; 0 = ATP-free wells, 1 = DMSO control;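 active = luciferase activation factor, scaled between plate controls, of at least 2 with compound at 10 µM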
Target sequence (P08659 whole entry, looked up): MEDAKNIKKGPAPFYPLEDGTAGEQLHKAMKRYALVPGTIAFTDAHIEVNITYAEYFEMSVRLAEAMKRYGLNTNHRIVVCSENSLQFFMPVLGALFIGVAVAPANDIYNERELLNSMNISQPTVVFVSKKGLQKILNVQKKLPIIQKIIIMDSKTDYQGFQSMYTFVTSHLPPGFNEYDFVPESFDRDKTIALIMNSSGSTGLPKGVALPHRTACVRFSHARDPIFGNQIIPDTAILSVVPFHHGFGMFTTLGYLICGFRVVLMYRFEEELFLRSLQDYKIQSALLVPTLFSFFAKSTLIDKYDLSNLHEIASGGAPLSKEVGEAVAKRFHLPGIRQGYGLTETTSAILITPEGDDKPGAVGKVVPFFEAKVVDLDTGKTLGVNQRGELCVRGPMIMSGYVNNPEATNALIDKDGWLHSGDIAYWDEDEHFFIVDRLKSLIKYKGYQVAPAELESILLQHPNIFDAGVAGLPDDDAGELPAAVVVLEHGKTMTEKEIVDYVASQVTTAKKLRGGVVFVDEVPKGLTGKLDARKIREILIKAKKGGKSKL
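System: Luciferase/luciferin detection reagent, cell-free biochemical luciferase assay | Medium: PBS buffer for ATP | Dosing: Test compounds dosed from 2 mM stocks in 100% DMSO | Timing: 10 min at ambient temperature | Signal: Luminescence measurement of luciferase light output | Evaluation: Luciferase activation, seen as luminescence increase over controls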
STAT3 activator: STAT3 signaling activation. U3A cells, IL-6 STAT3-luciferase reporter, luminescence; 100% = signal with IL-6 EC80 alone. activation (% of control), % at 5.6 µM. 190,000 compounds, 0.91% hits. AID 871;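 active = activation above the screen-wide mean of compound activation plus 3 SD, cut at about 130% in these data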;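 also: 0% = background luminescence of wells with medium and substrate only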
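Material: human STAT1-deficient U3A cells with stable STAT3-luciferase reporter / Probe or stimulus: IL-6 stimulus at 33 ng/mL final / Schedule: 1 h compound pre-exposure, 6 h IL-6 stimulation, 37 °C / Technique: luminescence / Read-out basis: percent of IL-6-only median luminescence / Control set: IL-6-only high control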
STAT1 act: increases IFN-gamma driven STAT1 reporter signal. AID 932. activation (% of control), % at 5.5 µM. 200,000 compounds, 2.6% hits. NIH 3T3 STAT1-luciferase reporter, luminescence; 100% = IFN-gamma alone, no compound;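 active = activation above the screen-wide mean activation plus 3 SD, cut at about 130% in these data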;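 also: raw ratio to IFN-gamma control signal so 100% means no change and 0% no light; values of inactives mirror those of a sister screen read the other way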
APP 5'UTR act: APP 5'UTR luciferase reporter activation; SH-SY5Y APP 5'UTR luciferase reporter, luminescence; zero percent = DMSO vehicle wells; activation, % at 2 µM; 190,000 compounds, 1% hits; AID 1276;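 active = activation above a set limit, based on mean plus 3 SD of controls, cut at about 140% in these data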; also: values of inactives mirror those of a sister screen read the other way
APP 5UTR inh: APP translation inhibition; SH-SY5Y APP 5'UTR-luciferase reporter, luminescence; inhibition, % at 2 µM; 190,000 compounds, 0.82% hits; AID 1285;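 active = inhibition above a set limit, derived from the sample mean plus 3 SD, cut at about 45% in these data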; also: values of inactives mirror those of a sister screen read the other way
FLuc inhib CS: counter-screen for luciferase assay inhibitors: firefly luciferase inhibition; 200,000 compounds, 1.5% hits; inhibition, % at 10 µM; AID 1006; ATPLite firefly luciferase biochemical luminescence, 10 min; P08659;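 active = inhibition above about 50% when tested at 10 µM, limit read from the data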
STAT1 inh: inhibitors of IFN-gamma induced STAT1 signaling | NIH 3T3 STAT1-luciferase reporter, luminescence | inhibition, % at 5.5 µM | 200,000 compounds, 0.35% hits;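 active = inhibition above a set limit, the mean inhibition across all tested compounds plus 3 SD, cut at about 34% in these data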;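 also: 0% = IFN-gamma with DMSO and 100% = IFN-gamma with 300 µM nifuroxazide; values of inactives mirror those of a sister screen read the other way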
STAT3 blocker: reduces IL-6 driven STAT3 reporter signal; U3A cells, IL-6 STAT3-luciferase reporter, luminescence; host cell line lacks STAT1; inhibition, % at 5.5 µM; 190,000 compounds, 0.89% hits; AID 862;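 active = inhibition above the mean inhibition across all screened compounds plus 3 SD, cut at about 44% in these data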;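 also: 0% = DMSO only wells and 100% = 100 µM nifuroxazide control wells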
NF-kB neuron act: NF-kB expression increase, human neuronal cells | NF-kB reporter expression; hits give high values | 190,000 compounds, 1.6% hits | fold change at 12.5 µM; in the data active = fold change above about 3.3
Starred values were filed as active, the others as inactive; / = no result given.

SMILES	ROMK primary	FLuc stim CS	STAT3 activator	STAT1 act	APP 5'UTR act	APP 5UTR inh	FLuc inhib CS	STAT1 inh	STAT3 blocker	NF-kB neuron act
O=C(Nc1ccc(Br)cc1F)c1ccncc1	/	1.1	94	114	8	-8	-6	-15	6	1.3
CC(C)=NOC(=O)c1ccc(-c2ccccc2)cc1	-0.7	0.7	100	104	-3	2	30	-5	-2	0.99
CCOc1ccc2c(c1)/C(=C(\C(Cl)=C(Cl)Cl)[N+](=O)[O-])N2	-4.7*	1	100	101	-10	10	-3	-2	2	0.95
CCOc1ccc(N(CC(=O)NC2CCCC2)S(=O)(=O)c2c(C)[nH]c(=O)[nH]c2=O)cc1	/	1.1	97	97	12	-12	-5	3	9	1.1
Cc1cc(C)cc(N(C(=O)c2csnn2)C(C(=O)NC(C)(C)C)c2ccccn2)c1 (configuration not stated)	-0.1	1	97	95	5	-5	-5	4	9	1.3
CCc1nnc(NC(=O)C2CC(=O)N(c3ccc4c(c3)OCCO4)C2)s1 (configuration not stated)	/	1	101	112	-3	3	-4	-13	-6	0.91
CC(C)n1c(C(=O)OCC(=O)NCc2ccc3c(c2)OCO3)cc2occc21	/	1.1	107	102	10	-10	-14	-1	-1	1
COCCCNC(=O)CN(c1ccc(Cl)c(Cl)c1)S(C)(=O)=O	/	1.1	97	98	6	-6	-7	2	13	1.1
O=C(CSc1ccc(-c2ccco2)nn1)NC1CCCC1	/	1	102	93	-6	6	1	6	1	0.99
CCCCOC(=O)C1[C@H]2C(=O)N(Cc3cccs3)C[C@]23C=C[C@H]1O3 (some centres not stated)	0.18	1	103	98	11	-11	1	2	-1	1.1
COc1cccc(CC2(CO)CCCN(Cc3c(C)cc(C)cc3-n3cccn3)C2)c1 (configuration not stated)	-3.7*	1	102	95	3	-3	-3	4	2	0.85
COCCNc1ccc(N2C(=O)C3CCCCC3C2=O)cc1[N+](=O)[O-] (configuration not stated)	-0.14	1	100	95	7	-7	-2	4	12	1.2
Cc1ccc(NC(=O)CN2C(=O)/C(=C\c3cccs3)SC2=S)cc1	0.61	1	97	102	-9	9	-4	-3	3	1
COc1ccc(CCN(Cc2ccccn2)C(=S)Nc2ccccc2F)cc1OC	0.09	1	87	90	-3	3	-2	10	25	1
Cc1ccc(-n2[nH]c(C)c(C=Nc3ccc(Br)cn3)c2=O)cc1	-0.17	0.8	114	102	-7	7	19	-3	-16	1.1
O=C(CSc1nc2ccccc2s1)Nc1cc(S(=O)(=O)N2CCOCC2)ccc1Cl	/	1.1	119	93	9	-9	-13	7	-22	0.67
Cn1c2c(c(=O)[nH]c1=O)C(c1ccc(O)cc1)C1=C(N2)c2ccccc2C1=O (configuration not stated)	-1.3	0.9	106	95	0	0	7	4	-6	0.57
O=C(CN1CCSCC1)N/N=C/c1ccc(F)cc1F	0.18	1	104	104	10	-10	-1	-5	-5	1.4
O=c1oc2c(Cl)cc(Cl)cc2cc1-c1nnc(Nc2ccccc2F)s1	0.99	1.1	117	102	-8	8	-6	-2	-12	1
C=CCn1c(C(C)NC(=O)C(C)(C)C)nc2ccccc21 (configuration not stated)	/	1	109	98	4	-4	-5	3	-8	1.2
COc1ccc(OC)c(-n2c(-c3cccc(S(=O)(=O)N(C)C)c3)n[nH]c2=S)c1	0.38	0.9	107	101	-4	4	8	-2	-1	1.3
Cc1ccc(S(=O)(=O)N2CCCC(C(=O)NCC(C)C)C2)cc1 (configuration not stated)	0.25	1	96	91	-16	16	-4	9	10	1
COC(=O)c1ccc(CN2CCN(C3CCCC3)C(CCO)C2)cc1 (configuration not stated)	/	1.1	98	97	9	-9	-5	1	7	/
O=C(Cc1cccs1)N/N=C/C(Cl)=C/c1ccccc1	0.62	1	113	147*	65	-65	-3	-52	-1	1.1
c1cc2nnnn2nc1N1CCCCC1	-1.9	1	94	108	2	-2	-2	-8	9	1.2
CCOc1ccc(C(=O)NC2CCN(C(=S)NCc3ccco3)CC2)cc1	/	1	111	104	-3	3	4	-4	-3	1.1
O=[N+]([O-])c1ccc2[nH]c3c(c2c1)CCCC3	0.34	1	95	106	4	-4	-1	-8	8	1.1
C=CCn1c(SCc2csc(C)n2)nc2sc3c(c2c1=O)CCCC3	0.6	1	111	105	-13	13	-2	-1	-14	0.84
COC(=O)[C@H]1C[C@@H]1[C@H](NC(=O)c1cnccn1)c1ccccc1	1.6	1	97	101	-2	2	-1	-1	0	0.97
CCCOc1ccc(C2NC(=O)NC(c3ccccc3)=C2C(C)=O)cc1OCC (configuration not stated)	0.95	1	86	96	5	-5	-4	4	22	1.2
O=C(COC(=O)C1c2ccccc2Oc2ccccc21)Nc1ccc2c(c1)OCO2	/	1	104	101	7	-7	-4	-2	-1	1.1
COc1ccc2cc(S(=O)(=O)NCCCN3CCOCC3)ccc2c1	-1.1	1	93	101	22	-22	-5	-1	14	0.83
Cc1cccc(NC(=O)CSc2nnc(-c3ccco3)c(-c3ccco3)n2)c1	-1.5	1	102	89	13	-13	3	10	0	0.97
Cc1ccc(O)c(CC(C)C)n1	/	1	95	101	-4	4	-4	-1	14	1.4
COc1ccc(N2CSC3=C(C#N)C(c4cc(OC)c(OC)cc4OC)CC(=O)N3C2)c(OC)c1 (configuration not stated)	/	0.9	108	96	-1	1	6	4	-1	0.9
CCOc1cc(-c2c(C)c(CC)nc(N)c2C#N)ccc1O	-0.53	1.1	104	101	24	-24	-8	-3	1	1.4
CCOCCCNC(=S)Nc1cc(OCC)c(NC(=O)c2ccco2)cc1OCC	0.71	1.1	101	99	-7	7	-6	-1	2	1.1
CCN(CC(=O)Nc1cc(OC)ccc1OC)Cc1nc2ccccc2c(=O)[nH]1	2.8*	1.1	108	92	-1	0	-6	7	-7	1
Cn1cccc1Cc1nnc(SCC(=O)N2CCOCC2)n1CCc1ccccc1	/	1.1	106	107	-7	7	-8	-6	-7	0.98
CCOC(=O)c1cc(C(C)C)sc1NC(=O)COC(=O)CCS(=O)(=O)c1ccccc1	0.3	1	105	95	6	-6	-1	7	-8	1.3
O=C(Nc1cccc(C(=O)O)c1)/C(=C\c1ccc2c(c1)OCO2)NC(=O)c1ccc(Br)cc1	-0.055	1	102	102	4	-4	-4	-3	0	1
CCCn1c(=O)c2ccccc2n2c(Sc3nnnn3-c3ccccc3)nnc12	/	1.1	104	104	-23	23	-6	-5	2	1.4
COc1cc2c(cc1OC)CN(Cc1ccc(C)s1)CC2	/	1.1	90	101	11	-11	-5	-2	18	1.1
COC(=O)c1ccc2c(c1)C(=O)/C(=C/c1ccc(C)cc1)O2	0.22	0.7	100	100	32	-32	35	2	-3	2.1
Cc1cc(C)c2nc(NC(=O)[C@@H](NC(=O)c3cccc(S(=O)(=O)N4CCOCC4)c3)C(C)C)sc2c1	/	1	64	103	10	-10	3	-4	42	0.89
O=C(/C=N/O)NCCCN1CCCCCC1	-0.54	1	101	104	5	-5	-4	-4	6	1.8
N=c1c(C(=O)NCc2ccco2)cc2c(=O)n3ccccc3nc2n1CCc1ccccc1	-0.62	1	97	112	1	-1	-5	-13	6	0.52
Cc1ccc(-c2nc(CN3CCCCC3)cc(CN3CCCCC3)c2O)cc1	-0.0083	1	97	96	11	-11	0	2	6	0.79
O=c1cc(-c2c(F)c(F)c(F)c(F)c2F)oc2c(F)c(F)c(F)c(F)c12	/	1	91	97	-97	97*	0	5	16	0.11
COc1ccc(Br)cc1CN1CCN(C(=O)c2ccc(OC)c(OC)c2)CC1	-0.14	1.1	109	107	0	0	-9	-10	-8	1.1
CC(=O)N1N=C(c2cccc([N+](=O)[O-])c2)OC1c1cccc(Br)c1 (configuration not stated)	/	1	105	105	10	-10	-4	-7	0	/
O=[N+]1C2=C(CCCC2)N([O-])C12CCCC2	/	1	99	90	2	-2	0	11	6	1.1
COc1cc(C(N)=O)cc(Cl)c1OCc1ccccc1	-0.72	1.1	97	116	8	-8	-9	-18	7	1.2
COc1ccc(N2CCC(CNC(=S)Nc3cccc(OC)c3)C2)cc1 (configuration not stated)	-1	1.1	92	100	6	-6	-7	0	8	1
COc1ccc(N2C(=O)CC(Nc3ccc(C(=O)O)cc3)C2=O)cc1OC (configuration not stated)	-0.11	1	103	100	0	0	1	0	-3	1.2
Cc1c(C(=O)OCC(=O)Nc2c(C)n(C)n(-c3ccccc3)c2=O)cccc1[N+](=O)[O-]	-0.28	1	104	102	10	-10	2	-2	2	1.3
CCOC(=O)c1cc2c(C)n(-c3ccc(OCC)cc3)c(C)c2ccc1=O	/	1	99	94	3	-3	0	6	5	0.96
CCCSC1=N/C(=C\c2ccsc2)C(=O)S1	/	1.1	100	104	-5	5	-10	-5	6	0.98
Cc1nnc(SCCn2c(N3CCN(C)CC3)nc3c2c(=O)[nH]c(=O)n3C)s1	/	1.1	103	104	-7	7	-11	-4	3	1.1
Cc1cccc(-n2c(CNC(=O)Cc3ccccc3)n[nH]c2=S)c1	1.5	1	103	102	-8	8	-2	-4	2	1.1

The list continues.
SMILES	ROMK primary	FLuc stim CS	STAT3 activator	STAT1 act	APP 5'UTR act	APP 5UTR inh	FLuc inhib CS	STAT1 inh	STAT3 blocker	NF-kB neuron act
O=C(Cn1c(NCCCO)nc2ccccc21)c1cccc(Br)c1	0.53	1.1	108	91	0	0	-9	10	-6	0.8
O=C(CC1CCCCC1)c1c(O)c2ccccc2oc1=O	/	1	96	99	54	-54	2	2	10	1.5
CN=c1scc(-c2cccs2)n1/N=C/c1ccc(O)c(O)c1O	/	0	64	58	-21	21	98*	47*	45*	5*
CCC(C)NC(=O)c1ccccc1NC(=O)Nc1ccccc1 (configuration not stated)	/	1	102	95	16	-16	1	5	3	1.1
O=C(NCCc1ccccc1)C(=O)NN=C1CCCC1	2.8*	1.1	101	95	-16	16	-9	5	6	1.2
O=C(COC(=O)c1ccc(Br)cc1)NCc1ccccc1	/	1	101	99	8	-8	-2	1	-6	1.3
O=C(O)CCCN1C(=O)C2C3CCC(O3)C2C1=O (configuration not stated)	/	1	97	94	-12	12	-3	6	2	1.3
O=C(Nc1ccc(S(=O)(=O)Nc2ncccn2)cc1)c1ccc(Br)o1	0.025	1	87	104	-2	2	0	-5	16	1.1
COc1ccc(CC(=O)N2CCCc3ccccc32)cc1OC	-1.9	1	107	95	2	-2	2	6	-8	0.87
Cn1c(=O)cc(OCC(=O)NC2CCCCC2)c2ccccc21	/	1	89	93	-4	4	-1	8	16	1.1
